Compound activity: PubChem BioAssay, several laboratories
BAP1 inh: inhibitors of BAP1 deubiquitinase, primary screen, biochemical, Ub-AMC fluorescence, kinetic; recombinant BAP1, Ub-AMC hydrolysis fluorescence kinetic; stronger effect = lower value; activity remaining (% of control), % at 20 µM; hit rate 0.48% among 72,000;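 active = activity remaining at or below 50% of control, provided the compound also passes the data quality filters; inactive = the rest, including low values that fail the filters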;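 note: 100% = DMSO wells rate and 0% = substrate alone blank rate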
HePTP inh: inhibitors of human HePTP phosphatase, primary screen, biochemical, absorbance, leukemia target; hit rate 0.64% among 110,000; recombinant HePTP phosphatase activity, OD absorbance; Tyrosine-protein phosphatase non-receptor type 7 (Homo sapiens), P35236; inhibition, % at 20 µM; in the data active = inhibition above about 50%;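 note: plate controls were vehicle for no effect and reference inhibitor for full effect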
Target sequence (P35236 whole entry, looked up): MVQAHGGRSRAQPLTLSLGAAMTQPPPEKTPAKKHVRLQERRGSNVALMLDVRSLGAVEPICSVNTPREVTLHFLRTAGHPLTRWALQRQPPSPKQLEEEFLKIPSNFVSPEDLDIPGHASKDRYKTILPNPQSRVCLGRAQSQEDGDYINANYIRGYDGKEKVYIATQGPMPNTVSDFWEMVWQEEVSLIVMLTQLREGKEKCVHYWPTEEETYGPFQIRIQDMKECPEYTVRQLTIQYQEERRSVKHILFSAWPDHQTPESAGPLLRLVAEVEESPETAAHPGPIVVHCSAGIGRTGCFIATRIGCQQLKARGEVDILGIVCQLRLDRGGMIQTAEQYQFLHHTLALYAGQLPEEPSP
The depositor's hits bear a star; · = no result given; & = joins results of further samples.

SMILES | BAP1 inh | HePTP inh
c1ccc(-n2ncc3c(N4CCN(c5ccccn5)CC4)nc(N4CCCCCC4)nc32)cc1 | 104 | 5
CC(C)C(=O)Nc1nnc(-c2ccccc2)o1 | 87 | 6
Cc1occc1-c1nnc(SCC(=O)NCc2cccs2)n1-c1ccc(F)cc1 | 88 | 7
COC(=O)CN1C(=O)/C(=C\c2ccccc2F)SC1=S | · | -3
COc1ccc(CNC(=O)CSCC(=O)Nc2ccc3ccccc3c2)cc1 | · | -10
O=C(O)c1ccc(N2C(=O)C=CC2=O)cc1Cl | · | 47
COc1ccc2ccccc2c1/C=C(\C#N)C(=O)NCC1CCCO1 (configuration not stated) | · | -10
COc1ccccc1OCC(=O)Nc1ccc(S(=O)(=O)Nc2cc(C)nc(C)n2)cc1 | 83 | 0
Cc1ccc(N2C(=O)c3ccccc3NC2c2c(F)c(F)c(F)c(F)c2F)cc1 (configuration not stated) | · | 0
Cc1ccc(-c2nnc3ccc(SCC(=O)Nc4cc(C)on4)nn23)cc1 | 63 | 0
O=c1c([N+](=O)[O-])c(Cl)c2ccccc2n1-c1ccccc1 | · | 3
CCCS(=O)(=O)c1c(S(=O)(=O)CCC)c2cc(-c3ccncc3)ccn2c1C(=O)OC | · | 4
COc1ccccc1NC(=O)c1cnn(-c2ccccc2)c1NC(C)=O | · | -12
O=c1[nH]ncc2c3ccccc3n(Cc3ccc(F)cc3)c12 | 90 | 8
CCOc1ccc(-c2cn(S(=O)(=O)c3cccc4nsnc34)nc2N)cc1 | · | 9
O=C(O)c1ccc(COCC(F)(F)C(F)F)o1 | 136 | 6
Cc1cccc(N2CCN(C(=S)c3ccc(-c4ccccc4[N+](=O)[O-])o3)CC2)c1 | · | 4
COc1ccccc1NC(=O)CN1CCC(n2nnc3cc(F)ccc32)CC1 | 60 | 7
Cc1ccc(C(O)(C(=O)NCc2ccc(N(C)C)cc2)c2ccc(C)cc2)cc1 | · | 23
O=C(O)CCCCCN1C(=O)/C(=C/c2ccc(O)c(O)c2)SC1=S | · | 21
C1CCC(CNc2c3c(nc4nnnn24)CCCC3)CC1 | · | 14
CC1(C)CC(=O)C2=C(C1)NC1=C(C(=O)c3ccccc31)C2c1ccc(OCc2ccccc2)cc1 (configuration not stated) | · | -1
COC(=O)C1CCN(C(=O)c2ccc(SC)cc2OC)CC1 | 96 | -2
Cc1cc(Nc2ccccc2)nn1C(=O)c1ccccc1 | 102 | -12
CCCCOc1cccc(C(=O)NCc2cccnc2)c1 | · | -3
COc1ccc(C(CC(=O)c2ccc(O)cc2)S(=O)(=O)c2ccc(C)cc2)cc1 (configuration not stated) | · | -1
COc1ccccc1NC(=O)C1=C(C)NC(=S)NC1c1ccc(C)cc1 (configuration not stated) | · | -5
CCNC(=O)N1C(=O)C2(OCCO2)c2cc(Br)ccc21 | 110 | 4
N=c1ccn(Cc2ccc(Cl)c(Cl)c2)cc1 | 107 | 16
O=C(/C=C/c1ccccc1)Nc1ccc(Cl)cn1 | · | -2
CCOC(=O)CNC(=O)C12CC3CC(C1)CC(c1ccc(C)cc1)(C3)C2 | · | 4
COc1ccc(C(=O)Nc2ccc(Cc3ccncc3)cc2)cc1[N+](=O)[O-] | · | -13
COc1ccc(C(=O)n2nc(C)cc2C)cc1Br | · | -12
Cc1ccccc1C(=O)Nc1ccc(NC(=O)c2cccc(Br)c2)cc1 | · | 2
CC(C)(C)NS(=O)(=O)c1ccc2ccccc2c1 | · | -5
O=C(CN1CCOCC1)Nc1c(-c2ccccc2)c2cc(Br)ccc2[nH]c1=O | 90 | 4
CC1Oc2ccccc2N(CC(=O)N2CCc3ccccc32)C1=O (configuration not stated) | 113 | 6
Cn1cnnc1SCc1ccc(C(=O)n2ncc(C#N)c2N)cc1 | 109 | 5
O=C(NCC1CCCCC1)C1CCN(C(=O)NC2CCCCC2)CC1 | 143 | 6
COc1ccc(NC(=S)NC(NC(=O)c2cccc([N+](=O)[O-])c2)C(Cl)(Cl)Cl)cc1 (configuration not stated) | · | 2
O=S1(=O)CC(O)C(NCc2cccnc2)C1 (configuration not stated) | 76 | 2
Cc1ccc(S(=O)(=O)N(CCC#N)CCN2CCCC2)cc1 | 100 | -4
COc1ccc(NC(=O)Nc2nnc(-c3ccc(C)cc3)s2)cc1 | · | 6
O=C(NCCN1CCN(c2ccccc2)CC1)c1cccc(Br)c1 | 120 | 8
O=C(NCCN1CCCC1)c1ccc(Cn2c(=S)[nH]c3cc4c(cc3c2=O)OCO4)cc1 | 68 | -7
CCOCC(=O)Nc1nc2ccc(OC)cc2s1 | 97 | 16
CN1CCN(NC(=S)Nc2ccc([N+](=O)[O-])cc2)CC1 | · | -11
CCN(CCCNC(=O)CCn1c(=O)[nH]c2ccccc2c1=O)c1cccc(C)c1 | 84 | -6
CC1=C(C(=O)c2ccccc2)C(c2ccc([N+](=O)[O-])cc2)NC(=O)N1 (configuration not stated) | · | -1
O=C(CCCOc1ccccc1)Nc1ccc2c(c1)OCCO2 | 97 | -1&-8
COc1ccc(-c2cc(-c3ccccc3)nc(=O)[nH]2)cc1 | · | 8
COc1ccc2c(c1)c1nnc(SCC(=O)N3CCCCC3C)nc1n2C (configuration not stated) | 93 | 5
COc1ccc(-n2nc3cc(C)c(NC(=O)CC(C)C)cc3n2)cc1 | · | 6
C/C=C/C=C/C(=O)Nc1cccc(C(=O)/C=C/c2ccccc2)c1 | · | 12
CCCC1=C(C(=O)OCC)C(c2ccc3c(c2)OCO3)NC(=O)N1 (configuration not stated) | · | 10
c1ccc(Cn2c(CSc3nc4ccccc4o3)nc3ccccc32)cc1 | · | 4
COc1ccc(NS(=O)(=O)c2ccc(SC)cc2)cc1 | 84 | 0
COc1cc(C(=O)Nc2ccc(NC(=O)c3ccc(Br)cc3)cc2)cc(OC)c1OC | 76 | ·
COC(=O)c1ccc2c(c1)SC1=C(CCCC1=O)N2 | · | 9
O=C(NCC(=O)N(c1ccccc1)C(C(=O)NC1CCCCC1)c1ccncc1)c1ccco1 (configuration not stated) | 100 | 10

New compounds follow:
SMILES | BAP1 inh | HePTP inh
CSc1nc2ccccc2n1CC(=O)NC(c1ccccc1)c1ccccc1 | · | -5
COC(=O)C1=C(C)N=c2s/c(=C\c3ccc(Cl)cc3)c(=O)n2C1c1ccc(OC)c(OC)c1 (configuration not stated) | · | 2
O=[N+]([O-])c1ccc(N2CCN(S(=O)(=O)c3ccc(Cl)cc3)CC2)cc1N1CCOCC1 | · | 5
COc1ccc2c(c1)Cc1sc(NC(=O)c3cccs3)nc1-2 | 71 | -4
O=C(c1cccc(Cl)c1)N1CCN(Cc2ccncc2)CC1 | 99 | 4&4
COc1ccc(CNS(=O)(=O)c2ccc3oc(C(=O)O)c(C)c3c2)cc1 | 102 | 7
Cn1c(=O)c2c(nc(N3CCC(C(N)=O)CC3)n2CCSc2nc3ccccc3s2)n(C)c1=O | 154 | 3
COC(=O)c1ccccc1COn1c(=O)c[n+]([O-])c2ccccc21 | 149 | 6
O=C(c1cc2ccccc2o1)N1CCN(c2ccc(Cl)cc2[N+](=O)[O-])CC1 | 108 | ·
O=C(CSc1nc2ccccc2s1)c1cccs1 | · | -4
CCOc1ccc(NC(=O)Nc2cc(C)on2)cc1 | 60 | -5
CCCCOC(=O)CSC1=C(C#N)C(c2ccccc2OCC)C(C#N)C(=O)N1 (configuration not stated) | 112 | 3
CCc1cc(C(=O)Cc2nc3ccccc3[nH]2)c(O)cc1O | 69 | 9
NC1=NC(=O)/C(=C/c2ccccc2OS(=O)(=O)c2ccc([N+](=O)[O-])cc2)S1 | · | 5
Cc1onc(-c2ccccc2)c1C(=O)Nc1ccc(O)c(C(=O)O)c1 | · | -14
Nc1nc(Nc2ccccc2Br)nc(C(F)(F)F)n1 | 96 | 9
O=C1c2cccc([N+](=O)[O-])c2C(=O)N1c1ccc2[nH]c(=S)sc2c1 | · | 36
O=C(CNC(=O)c1ccccc1)OCC(=O)c1ccc(Cl)cc1 | · | 3
COc1ccccc1NC(=O)Nc1cccc2cccnc12 | · | -19
O=C(NCc1ccccc1)NS(=O)(=O)c1ccccc1Cl | 94 | 6
O=[N+]([O-])c1cccc(C(=S)N2CCOCC2)c1 | · | -7
O=C1NC(=S)S/C1=C\c1cccc(OS(=O)(=O)c2ccc([N+](=O)[O-])cc2)c1 | · | 27
CCCOc1cccc(C(=O)Nc2cccc(S(N)(=O)=O)c2)c1 | · | -3
COc1ccc(C)cc1S(=O)(=O)NC1CCCC1 | 59 | 2
Cc1ccccc1C(=O)O/N=C(\N)c1ccccc1 | · | 4
COc1ccc(NS(=O)(=O)c2ccc(C3CCCCC3)cc2)cc1 | · | -13
COc1ccccc1-c1nc(-c2ccncc2)no1 | 100 | 5
O=C(NCc1ccco1)N1c2ccccc2Sc2ccccc21 | · | 5
COc1ccc(C2NC(c3ccc(OC)cc3)C3CCCC2C3=O)cc1 (configuration not stated) | · | 3
Cc1c(C)c(C)c(C(=O)Nc2ccc(Cl)c(Cl)c2)c(C)c1C | · | 5
Cn1cnc2c1c(=O)[nH]c(=O)n2C | 63&101 | 8
Cc1cccc(-n2c(C)cc(/C=C3/NC(=S)NC3=O)c2C)c1 | · | 3
O=C(O)CCCNS(=O)(=O)c1ccc(Br)s1 | 84 | -2
N/C(=N\OC(=O)c1ccccc1F)c1ccc([N+](=O)[O-])cc1 | · | 1
Cc1ccc(S(=O)(=O)N(Cc2ccccc2)c2ccccc2C(=O)Nc2ccc(C)c(C)c2)cc1 | · | -2
COC(=O)c1c(NC(=O)CSc2nnnn2C)sc(C)c1C | 128 | -3
CSc1nnc(NC(=O)c2cc3ccccc3oc2=O)s1 | 107 | 2
O=C(CSc1ncccc1C(=O)O)c1ccc(Cl)cc1 | · | 7
CN(C)c1cccc(C(=O)Nc2nccs2)c1 | · | 5
O=C(NN1C(=O)c2ccccc2C1=O)c1cccs1 | · | -3
CCOCc1nnc(NC(=O)CSCc2ccccc2)s1 | 75 | 3
CCOC(=O)c1ccc2c3c(onc13)-c1ccccc1C2=O | 261 | -14
